All columns: NCI-60 one-dose screen, growth in % after 48 h at 10 µM unless noted; 100 = growth as untreated, 0 = no growth, -100 = all killed.
UACC-257: UACC-257 melanoma. actives 4.4% (n = 78,000)
MALME-3M: MALME-3M melanoma; actives 5.8% (n = 78,000); AID 1794766
SK-MEL-5: SK-MEL-5 melanoma; AID 1794755; actives 6.4% (n = 80,000)
HS 578T: HS 578T breast cancer | actives 4.1% (n = 78,000) | AID 1794788
SK-MEL-2: SK-MEL-2 melanoma. actives 4.7% (n = 77,000)
SK-MEL-28: SK-MEL-28 melanoma; actives 4.1% (n = 81,000); AID 1794761
LOX IMVI: LOX IMVI melanoma; actives 7.4% (n = 79,000); AID 1794757
UACC-62: UACC-62 melanoma. actives 5.4% (n = 81,000)
* = called active by the depositor. The calls were made as follows: active = growth percent below 10; inactive = the rest. Only part of the results is shown. The share of hits here may be higher or lower than overall.

Screening CC1(C)[C@@H]2CC[C@@]1(CS(=O)(=O)O)C(=O)C2 returned UACC-257 94, MALME-3M 95, SK-MEL-5 100, HS 578T 95, SK-MEL-2 102, SK-MEL-28 116, LOX IMVI 99 and UACC-62 101.
